Assay outcomes (PubChem BioAssay)
Mtb RmlCD inh – M. tuberculosis RmlC/RmlD coupled enzyme inhibitors, primary screen, biochemical, compound mixtures, 384-well, from 1536-well plates. RmlC+RmlD coupled enzyme assay, percent inhibition; primary screen in compound mixtures. inhibition, % at 3.6 µM. 0.03% of 160,000 active; in the data active means inhibition mostly above about 34%, no sharp cut-off; further: some results filed as inactive read as strong as hits
Target sequence (P9WH09 whole entry, looked up): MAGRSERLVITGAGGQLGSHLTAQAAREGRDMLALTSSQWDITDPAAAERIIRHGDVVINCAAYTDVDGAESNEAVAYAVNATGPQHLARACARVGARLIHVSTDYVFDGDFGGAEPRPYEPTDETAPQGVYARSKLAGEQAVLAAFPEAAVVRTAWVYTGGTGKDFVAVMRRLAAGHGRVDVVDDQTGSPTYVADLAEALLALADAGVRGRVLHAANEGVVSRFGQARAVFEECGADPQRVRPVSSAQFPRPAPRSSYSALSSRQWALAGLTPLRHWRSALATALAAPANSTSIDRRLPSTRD
Target sequence (P9WH11 whole entry, looked up): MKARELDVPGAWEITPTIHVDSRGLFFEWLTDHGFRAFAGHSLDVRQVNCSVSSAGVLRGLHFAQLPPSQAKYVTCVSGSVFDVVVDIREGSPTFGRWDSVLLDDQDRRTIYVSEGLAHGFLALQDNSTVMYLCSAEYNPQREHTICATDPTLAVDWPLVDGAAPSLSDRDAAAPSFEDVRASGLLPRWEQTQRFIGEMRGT
GlmU inhibition – inhibition of mycobacterial GlmU enzyme – biochemical, glucosamine-1-phosphate acetyltransferase (AID 1376). Bifunctional protein GlmU (Mycobacterium tuberculosis (strain ATCC 25618 / H37Rv)). M. tuberculosis GlmU acetyltransferase enzyme assay; higher % means a stronger effect. inhibition, %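 (tested at 30 µM in the primary screen)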, or IC50 in µM where a hit was titrated. 0.25% of 220,000 active; in the data active means inhibition above about 13%;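 further: 0% = complete reaction with vehicle and 100% = reaction without substrate; strong numbers were not always called active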
* hit, by the source's call; · = no result given; & = joins results of further samples. Some of the compounds tested; count on the stated rates, not on these rows.

Every second line gives: Mtb RmlCD inh | GlmU inhibition
> O=C(NCc1ccccc1)NS(=O)(=O)c1ccccc1Cl
→ -8 | -3.0%
> COc1ccc(C2CC(c3ccccc3OC(C)=O)=NN2C(=O)/C=C/c2ccccc2)cc1OC (centres undefined)
→ -3 | -0.1%
> Cc1cc(C(=O)Nc2c(C)nn(Cc3ccccc3)c2C)on1
→ · | 4.7%
> C=CCN1C=C2C(=O)C(C)(OC(=O)c3cccs3)C(=O)C=C2C=C1CCCC(=O)OC (centres undefined)
→ -7 | -1.3%
> CC1Oc2ccccc2N(CC(=O)N2CCc3ccccc32)C1=O (centres undefined)
→ · | 2.9%
> O=C(N/N=C/c1c(O)n(CCc2ccc(F)cc2)c(=O)[nH]c1=O)c1ccncc1
→ 28 | 1.4%
> O=C(NNC(=O)C1CCN(Cc2ccc(F)cc2Cl)CC1)Nc1ccc([N+](=O)[O-])cc1
→ -7 | -5.6%
> O=C(NCC1CCCCC1)C1CCN(C(=O)NC2CCCCC2)CC1
→ -8 | -0.5%
> N#CCC(=O)Nc1ccc(C(=O)OCC(=O)Nc2cccc(C(F)(F)F)c2)cc1
→ 6 | -4.0%
> COc1ccc(-n2nc3cc(C)c(NC(=O)CC(C)C)cc3n2)cc1
→ 22 | 3.5%
> CCN(CCCNC(=O)CCn1c(=O)[nH]c2ccccc2c1=O)c1cccc(C)c1
→ 1 | 3.2%
> O=C(CCCOc1ccccc1)Nc1ccc2c(c1)OCCO2
→ -1 | -2.0%
> O=[N+]([O-])c1ccc(N2CCOCC2)c2cccnc12
→ -4 | 0.2%
> O=C(NCCN1CCCC1)c1ccc(Cn2c(=S)[nH]c3cc4c(cc3c2=O)OCO4)cc1
→ · | -2.8%
> Cc1ccc(NC2SC(=O)N(CC(=O)O)C2=O)cc1 (centres undefined)
→ 5 | -5.5%

Profiles from above:
`O=C(NCc1ccccc1)NS(=O)(=O)c1ccccc1Cl` is listed with Mtb RmlCD inh = -8; GlmU inhibition = -3.0%
`Cc1cc(C(=O)Nc2c(C)nn(Cc3ccccc3)c2C)on1` is listed with Mtb RmlCD inh = ·; GlmU inhibition = 4.7%

(cont.)
Every second line gives: Mtb RmlCD inh | GlmU inhibition
> Cc1nc2ccccc2c(=O)n1NC(=O)/C=C/c1ccc(Br)cc1
→ 4 | 2.3%
> O=C(NCCN1CCN(c2ccccc2)CC1)c1cccc(Br)c1
→ · | 0.3%
> Cc1c(C=C2C(=O)NC(=O)NC2=O)c(=O)n(-c2ccccc2)n1C
→ -2 | -1.7%
> COc1ccc(NS(=O)(=O)c2ccc(SC)cc2)cc1
→ -7 | 0.0%
> CC(C)(C)c1ccc(OCC(=O)NNC(=O)c2cccnc2)cc1
→ 10 | 2.3%
> O=C(N/N=C/c1cccnc1)c1cccc(S(=O)(=O)Nc2cccc(Cl)c2)c1
→ -4 | -5.3%
> CN(Cc1ccccc1)C(=O)COC(=O)c1ccc(Cl)c(N)c1
→ 7 | -5.8%
> C1CCC(CNc2c3c(nc4nnnn24)CCCC3)CC1
→ · | 4.7%
> Cc1csc(-c2cnn(-c3ccccc3)c2NC(=O)c2cccc(F)c2)n1
→ · | -2.3%
> O=C(O)c1ccc(COCC(F)(F)C(F)F)o1
→ 10 | 0.2%
> COc1ccccc1NC(=O)CN1CCC(n2nnc3cc(F)ccc32)CC1
→ · | 5.0%
> CCn1c(=O)cc(N2CCN(C(=O)c3ccco3)CC2)[nH]c1=O
→ · | 1.4%
> COc1ccc(NP(=O)(Oc2cccc(C)c2)Oc2cccc(C)c2)cc1OC
→ 10 | 5.8%
> Cc1cc(Nc2ccccc2)nn1C(=O)c1ccccc1
→ · | 2.6%
> COc1ccc(C(=O)NN)cc1
→ 9 | 1.9%
> COC(=O)C1CCN(C(=O)c2ccc(SC)cc2OC)CC1
→ 4 | 6.3%
> Cc1cccc(Oc2nc3ccccn3c(=O)c2/C=C(\C#N)C(=O)NC2CCS(=O)(=O)C2)c1 (centres undefined)
→ 7 | -5.3%
> COc1cc(/C=C2/C(=O)CNC2=O)ccc1O
→ -9 | 2.1%
> O=C1C2CCCN2C(=O)N1CCCN1CCN(c2cccc(Cl)c2)CC1 (centres undefined)
→ 8 | -4.1%
> CCCCOc1ccc(Cc2c(Cl)nc(SC)nc2N2CCOCC2)cc1
→ 5 | 1.3%
> O=C(/C=C/c1ccccc1)Nc1ccc(Cl)cn1
→ 4 | 6.5%
> CCNC(=O)N1C(=O)C2(OCCO2)c2cc(Br)ccc21
→ 1 | -2.1%
> COc1cc(/C=C(\C#N)C(=O)NCC2CCCO2)ccc1OC(C)C (centres undefined)
→ 3 | 1.7%
> O=C(NNC(=S)NC(=O)c1ccco1)c1ccc(NC(=O)c2ccccc2)cc1
→ 1 | -0.4%
> Cc1ccc(S(=O)(=O)NNC(=O)CCCCC(=O)NNS(=O)(=O)c2ccc(C)cc2)cc1
→ 7 | 7.8%
> O=C(CSc1nnc(-c2ccccc2F)n1C1CC1)Nc1cccnc1Cl
→ -7 | -4.0%
> CCOC(=O)CNC(=O)C12CC3CC(C1)CC(c1ccc(C)cc1)(C3)C2
→ -7 | -8.7%
> CCOC(=O)C1=C(CNCc2ccc(C)cc2)NC(=O)NC1c1cc(C)ccc1C (centres undefined)
→ 8 | 4.3%
> CC(C)(C)c1ccc(C(=O)c2c[nH]c(C(=O)NCc3cccs3)c2)cc1
→ 16 | -5.5%
> CC1(C)CC(NC(=O)CC(c2ccccc2)c2ccccc2)CC(C)(C)N1
→ 3 | -3.7%
> CCOc1ccc(C(=O)CCN2CCCCCC2)cc1
→ 1 | -6.1%
> O=C(NNC(=O)c1cc2c(s1)CCCC2)c1ccccc1
→ -1 | -6.9%
> CCC(C)NC(=O)CSc1nc2c(sc(=S)n2Cc2ccco2)c(=O)n1-c1ccccc1 (centres undefined)
→ 6 | 1.6%
> Cc1nn(C)c(C)c1S(=O)(=O)N(CC(=O)NCCCOC(C)C)c1ccc(C(C)C)cc1
→ · | 2.9%
> COc1ccccc1-c1ccc(=O)n(CC(=O)NC(C)(C)C)n1
→ -9 | -0.8%
> Cc1ccc(C)c(N2CCN(CCCNC(=O)Cn3cccc3C(=O)c3ccccc3C)CC2)c1
→ 12 | -2.1%
> COC(=O)c1cc(NC(=O)CC2NC3CCCCC3NC2=O)cc(C(=O)OC)c1 (centres undefined)
→ · | 0.5%
> CCOC(=O)C(NS(=O)(=O)c1ccccc1)(C(F)(F)F)P(=O)(OCC(C)C)OCC(C)C (centres undefined)
→ 2 | 2.9%
> CCCCn1c(O)c(/C=N/N2CCCCC2c2cccnc2)c(=O)[nH]c1=S (centres undefined)
→ -12 | 0.3%
> CC(=O)NC1=NN(C(C)=O)C(c2ccco2)S1 (centres undefined)
→ 0 | -2.1%
> CC(C)=CCN1CCN(C/C(Cl)=C/c2ccccc2)CC1CCO (centres undefined)
→ 5 | -1.1%
> NS(=O)(=O)c1ccc(CNC(=S)Nc2ccc(Cl)c(Cl)c2)cc1
→ 11 | -4.3%
> CCOC(=O)c1c(N)sc2c(OC)c(Br)ccc12
→ 10 | -2.1%
> O=C1NC(=O)/C(=C\c2ccccc2OCc2cccc([N+](=O)[O-])c2)N1
→ -10 | 0.7%
> O=C(Nc1ccc(Nc2ccncc2)cc1)c1ccc([N+](=O)[O-])cc1
→ -7 | -0.7%
> O=C(Nc1cccc(-c2cn3ccsc3n2)c1)c1ccccc1
→ · | 3.5%
> CC(C)[C@@H](C(=O)OCC(=O)Nc1ccc2c(c1)OCO2)N1C(=O)c2ccccc2C1=O
→ 0 | -0.7%
> Cc1ccc(CNC(=O)c2cc3c(-c4ccc(Cl)cc4)nn(C)c3s2)o1
→ 6 | 3.0%
> C=CCC(C)(NCc1ccccc1)c1ccco1 (centres undefined)
→ 6 | 2.4%
> O=C1CCCc2nc(NCc3ccco3)ncc21
→ · | 6.0%
> CCOc1ncccc1C(=O)Nc1ccc(S(=O)(=O)N2CCCC2)cc1
→ 3 | -2.8%
> CCCC(=O)c1c[nH]c(C(=O)NCCc2ccccn2)c1
→ 6 | -7.2%
> CC1(C(=O)N/N=C/c2ccccc2)CC1(Br)Br (centres undefined)
→ 6 | 8.4%
> C/C(Cn1nnc([N+](=O)[O-])n1)=N\NC(=O)c1ccccc1Cl
→ · | -1.1%
> CCc1nc(SCC(=O)Nc2nnc(CC(C)C)s2)n[nH]1
→ 4 | -1.9%
> C=CCn1c(COc2ccc(F)cc2)nnc1SCC(=O)NC(=O)NCc1ccco1
→ · | -3.0%
> COc1cc(NC(=O)C/C(C)=N/NC(=O)C(=O)NCCO)c(OC)cc1Cl
→ 79 | -4.3%
> Cc1ccc(S(=O)(=O)NCc2ccco2)cc1C
→ 5 | 5.8%
> CC(C)Oc1ccc(Cl)cc1Nc1nc(NCCO)nc(N2CCCC2)n1
→ · | 5.5%
> CC(C)(C)c1ccc(-c2nnc(SCC(=O)Nc3sc4c(c3C#N)CCCC4)o2)cc1
→ 4 | 0.5%

Arranged by SMILES length (rising): six of the compounds above.
Every second line gives: Mtb RmlCD inh | GlmU inhibition
> C=CCC(C)(NCc1ccccc1)c1ccco1 (centres undefined)
→ 6 | 2.4%
> CC1(C(=O)N/N=C/c2ccccc2)CC1(Br)Br (centres undefined)
→ 6 | 8.4%
> CCc1nc(SCC(=O)Nc2nnc(CC(C)C)s2)n[nH]1
→ 4 | -1.9%
> CC(C)Oc1ccc(Cl)cc1Nc1nc(NCCO)nc(N2CCCC2)n1
→ · | 5.5%
> C=CCn1c(COc2ccc(F)cc2)nnc1SCC(=O)NC(=O)NCc1ccco1
→ · | -3.0%
> CC(C)[C@@H](C(=O)OCC(=O)Nc1ccc2c(c1)OCO2)N1C(=O)c2ccccc2C1=O
→ 0 | -0.7%

The list goes on:
Every second line gives: Mtb RmlCD inh | GlmU inhibition
> O=C(C(Cc1ccccc1)n1cccc1)N1CCN(c2cccc(Cl)c2)CC1 (centres undefined)
→ -6 | -2.9%
> CCOC(=O)c1c(N)ssc1=S
→ -9 | 2.7%&1.1%
> CC(C)N(Cc1nc(-c2ccc(Cl)cc2)no1)C(=O)c1cccs1
→ 3 | 0.7%
> O=C1C2C3C=CC([C@@H]2C(=O)N1c1nccs1)C31CC1 (some centres undefined)
→ · | 6.7%
> O=C1C2CC=CCC2C(=O)N1Cc1nnc(-c2ccccc2Br)o1 (centres undefined)
→ -13 | 3.8%
> CSc1ccc(C#N)cc1NC(=O)c1ccc(Cl)cc1Cl
→ 2 | 2.2%
> O=C(O)c1ccccc1OCc1ccccc1Cl
→ · | -0.9%
> Cc1nc2nc(N)nn2c(C)c1C/C=C/c1ccccc1
→ 7 | -1.8%
> COc1ccccc1Cc1noc(COc2cccc(C)c2C)n1
→ · | 1.0%
> Cc1cc(Cl)ccc1Nc1ncccc1C(N)=O
→ 11 | -1.4%
> CC(C)(C)c1cc[n+](/C(C(=S)Nc2ccccc2F)=C(/[O-])c2ccc3c(c2)OCCO3)cc1
→ · | -3.9%
> COC(=O)Nc1snnc1C
→ · | -8.6%
> COc1cc(C)ccc1OCCOCCOc1cccc2ccc(C)nc12
→ -4 | -7.2%
> COc1ccc(NC(=O)C(=O)N2N=C(C(C)C)CC2(O)C(F)(F)F)cc1 (centres undefined)
→ · | -1.6%
> O=S(=O)(c1cccs1)N1CCCc2ccccc21
→ -7 | -3.0%
> COCCNC(=O)c1ccc2c(c1)CCN2S(C)(=O)=O
→ · | -3.6%
> CCCC(=O)NC(c1ccco1)c1c(O)ccc2ccccc12 (centres undefined)
→ · | -4.1%
> COc1ccc(CC(=O)OCC(=O)NCCc2ccccc2)cc1OC
→ 10 | -0.7%
> CN(Cc1cccs1)c1nc(-c2cccnc2)nc2ccccc12
→ 11 | 2.5%
> COc1cc(/C=N/NC(N)=S)ccc1OCC(=O)Nc1ccc(C)cc1
→ -1 | 1.9%
> O=C(O)c1ccc(/C=N/NC(=O)c2ccc(CN3c4cccc5cccc(c45)S3(=O)=O)cc2)cc1
→ · | 9.0%
> CCCOC(=O)c1ccc(NC(=O)c2ccccc2[N+](=O)[O-])cc1
→ 4 | -2.8%
> CC(C)(C)OC(=O)N1CCCC1C(=O)O (centres undefined)
→ 8 | 2.9%
> COc1ccc(NC(=O)c2ccc(-n3cccn3)c([N+](=O)[O-])c2)cc1
→ 1 | -6.3%
> CCOC(=O)c1cnn(-c2ccc(C(C)C)cc2)c1NC(=O)C1CCC1
→ -5 | 5.9%
> Cc1ccc2[nH]c(=O)c(-c3nc4ccccn4c3NCc3ccco3)cc2c1
→ -5 | 6.3%
> CCOc1ccc(NC(=O)CC2C(=O)N(c3ccc(OC)cc3)C(=O)N2CCc2cccs2)cc1 (centres undefined)
→ -12 | 4.0%
> C=C1N2CCC(CC2)C1(O)c1ccccc1C (centres undefined)
→ 5 | 4.8%
> O=C(/C=C/c1ccc(Br)cc1)c1ccco1
→ -3 | -5.4%
> CCCN1C(=O)SC(CC(=O)Nc2cccc3ccccc23)C1=O (centres undefined)
→ · | -1.5%
> COc1ccc(Cn2c(=S)[nH]c3cc(OC)c(OC)cc3c2=O)cc1
→ 5 | -6.6%
> CCOc1ccc(-c2n[nH]c(C)c2Oc2ccc(OC)cc2)c(O)c1
→ 0 | -0.3%
> Cc1ccc(SCc2[nH]nc3c2C(c2ccco2)C(C#N)=C(N)O3)cc1 (centres undefined)
→ · | -6.7%
> CCN1CCC(O)(c2ccccc2)C(C(=O)c2ccccc2)C1 (centres undefined)
→ · | -0.4%
> O=C(CCCCCCN1C(=O)c2ccccc2C1=O)N1CCC(c2ccccc2)C1 (centres undefined)
→ · | 1.8%
> CC/C(=N\N1CCCCCC1)c1c(O)n(-c2ccccc2C)c(=O)[nH]c1=O
→ -13 | 3.1%
> O=C(COc1ccc2ccccc2c1)Nc1cccc2c1C(=O)NC2=O
→ -14 | 3.7%
> CCN(c1ccccc1)S(=O)(=O)c1ccc(Cl)c(C(=O)OCC(=O)NC(=O)C(C)C)c1
→ 44 | -3.0%
